Screening data: PubChem BioAssay, National Center for Advancing Translational Sciences (NCATS)
PI4K2A block: inhibitors of human PI4K2A | activity change, negative = inhibition, % at 76.9 µM | purified PI4K2A, ADP-Glo luminescence, 1 h; hits give low values | 420,000 compounds, 0.13% hits | Q9BTU6; in the data active = activity change below about -50%; inconclusive = mostly about -30% to -49%;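 also: -100% = wells without enzyme as full effect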
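Compounds are screened against recombinant PI4K2A using PI as substrate and ATP, the latter dispensed at 300 microM. Reactions run one hour at ambient temperature before ADP-Glo detection; full inhibition defined by wells lacking enzyme.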
rTrxR1 inhibitor: inhibitors of rat thioredoxin reductase 1. O89049. Potency, µM (series often up to 114 µM), for the others: at the highest dose activity change, negative = inhibition, hits mostly inhibitors. AID 588453. 390,000 compounds, 1% hits. recombinant rTrxR1, NADPH fluorescence consumption, selenite substrate; also: potency is read from the fitted curve at half-maximal effect; % is scaled to controls: 0 for no effect and ±100 for the full control effect; nearly all actives have a fitted effect of over 65% in size
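Rat TrxR1 (90 nM in the dispensed reagent) was pre-reduced with 400 uM NADPH for 5 min at room temperature, then incubated with compound for 15 min. After 400 uM selenite was added, NADPH fluorescence (Ex 340/Em 450 nm) was followed for 8 min.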
HP1b binding inh: HP1-beta chromodomain-methylated histone interaction inhibition | Potency, µM (doses to about 114 µM), inactives show at the highest dose activity change, negative = inhibition, hits mostly inhibitors | AlphaScreen HP1-beta / biotin-H3K9me3 peptide binding | 390,000 compounds, 0.56% hits | P83916 | AID 540317; also: potency is read from the fitted curve at half-maximal effect; nearly all actives have a fitted effect of over 70% in size; inactives centre near 23
Target sequence (P83916 whole entry, looked up): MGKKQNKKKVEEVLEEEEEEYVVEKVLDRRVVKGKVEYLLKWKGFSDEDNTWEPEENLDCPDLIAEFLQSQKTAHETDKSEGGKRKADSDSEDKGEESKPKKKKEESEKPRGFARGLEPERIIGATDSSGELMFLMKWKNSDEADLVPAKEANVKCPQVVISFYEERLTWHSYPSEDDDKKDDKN
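AlphaScreen: HP1-beta (50 nM) preformed 30 min with biotin-H3(1-18)K9me3 peptide (50 nM) in PBS pH 7.4, 0.01% Tween-20. Compound added for 30 min at RT, then streptavidin donor/nickel chelate acceptor beads (10 ug/mL) for 30 min.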
GLS inhibitor: glutaminase GLS (human) inhibition; O94925; GLS enzymatic activity, qHTS titration; Potency, µM (doses to about 45.5 µM), inactives show top-dose activity change, negative = inhibition, hits mostly inhibitors; 410,000 compounds, 0.21% hits; AID 624170; also: potency is read from the fitted curve at half-maximal effect; % is scaled to controls: 0 for no effect and ±100 for the full control effect
Target sequence (O94925 whole entry, looked up): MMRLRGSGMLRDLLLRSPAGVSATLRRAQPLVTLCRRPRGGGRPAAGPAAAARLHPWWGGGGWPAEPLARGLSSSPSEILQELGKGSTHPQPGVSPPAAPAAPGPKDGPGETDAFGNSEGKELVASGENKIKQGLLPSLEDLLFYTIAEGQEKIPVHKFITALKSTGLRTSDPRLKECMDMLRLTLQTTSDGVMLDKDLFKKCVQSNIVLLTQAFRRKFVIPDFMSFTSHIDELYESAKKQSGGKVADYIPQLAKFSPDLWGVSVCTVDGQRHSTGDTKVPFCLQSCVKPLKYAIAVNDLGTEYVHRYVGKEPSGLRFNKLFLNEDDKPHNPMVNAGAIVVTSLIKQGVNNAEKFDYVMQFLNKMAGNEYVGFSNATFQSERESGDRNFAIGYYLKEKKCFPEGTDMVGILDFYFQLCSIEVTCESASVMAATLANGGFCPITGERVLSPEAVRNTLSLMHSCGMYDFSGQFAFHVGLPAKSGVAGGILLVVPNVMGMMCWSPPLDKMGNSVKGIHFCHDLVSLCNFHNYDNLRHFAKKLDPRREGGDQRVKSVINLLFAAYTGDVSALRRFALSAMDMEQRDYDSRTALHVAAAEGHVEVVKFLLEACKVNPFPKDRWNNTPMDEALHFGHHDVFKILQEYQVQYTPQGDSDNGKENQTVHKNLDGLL
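Coupled fluorescence readout: glutamate oxidase/HRP/Amplex Red detect glutamate formed by hKGA from L-glutamine (1 mM solution added). Buffer 45 mM KH2PO4 pH 8.2, 0.02% Tween-20; reads at t0 and 30 min RT.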
TrxR1 substrate: rat thioredoxin reductase 1 substrate activity; purified TrxR1 substrate turnover, NADPH consumption readout; Potency, µM (top dose mostly 114 µM), for the others: at the highest dose activity change, negative = substrate turnover; 390,000 compounds, 0.01% hits; also: potency is read from the fitted curve at half-maximal effect; % is scaled to controls: 0 for no effect and ±100 for the full control effect; nearly all actives have a fitted effect of over 50% in size
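Rat TrxR1, dispensed at 90 nM, was prereduced with 400 uM NADPH (final) for 5 min at ~22 deg C, then incubated with compound 15 min before 400 uM selenite. A first-read NADPH fluorescence drop versus no-compound background flagged substrates.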
Pin1 inhibitor: inhibitors of human Pin1; Q13526; Pin1 FP peptide displacement, HiFluor488, 10 min; Potency, µM (doses to about 115 µM), for inactives: at the highest dose activity, negative = inhibition, hits mostly inhibitors; 390,000 compounds, 0.009% hits; active = well fitted inhibition curve with a large enough effect in the polarisation, with a control signal flat, not every such curve was filed as active; inconclusive = small, poorly fitted or top-dose-only effect, or effect the other way, or a change in a side signal; inactive = no such curve, though single readings can be large or run the other way; the % refers to the polarisation; also: potency is read from the fitted curve at half-maximal effect; % is scaled to controls: 0 for no effect and ±100 for the full control effect
Target sequence (Q13526 whole entry, looked up): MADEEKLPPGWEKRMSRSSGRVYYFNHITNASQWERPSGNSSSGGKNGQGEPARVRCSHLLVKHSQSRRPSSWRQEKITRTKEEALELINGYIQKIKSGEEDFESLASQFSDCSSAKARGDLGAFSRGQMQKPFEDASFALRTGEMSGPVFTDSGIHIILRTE
mIDH1 inhibitor: blocks human mutant IDH1 R132H enzyme | IDH1-R132H enzyme, NADPH consumption, diaphorase/resazurin fluorescence | 390,000 compounds, 0.093% hits | Potency, µM (top dose mostly 76.6 µM), for the others: at the highest dose activity change, negative = inhibition, most hits filed as inhibitors; also: potency is read from the fitted curve at half-maximal effect; % is scaled to controls: 0 for no effect and ±100 for the full control effect; nearly all actives have a fitted effect of over 65% in size
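IDH1-R132H (0.5 ug/mL) preincubated 30 min with compound, then NADPH (0.016 mM) and alpha-KG (2 mM) added; 80 min at RT, pH 7.5. Remaining NADPH coupled via diaphorase/resazurin to fluorescence (540/590 nm); concentration-response curves normalized to no-enzyme control.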
PGK inhibitor: inhibitors of T. brucei phosphoglycerate kinase | P07378 | PGK/GAPDH coupled, Kinase-Glo luminescence, 60 min | Potency, µM (top dose mostly 57.5 µM), for the others: at the top dose activity change, negative = inhibition, usual class: inhibitors | 380,000 compounds, 0.043% hits | AID 602233; also: potency is read from the fitted curve at half-maximal effect; % is scaled to controls: 0 for no effect and ±100 for the full control effect; nearly all actives have a fitted effect of over 60% in size
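Luminescent ATP detection (Kinase-Glo Plus) follows a 60-minute room-temperature incubation, with wells lacking PGK as controls. Buffer: 100 mM TEA (pH 7.6), 5 mM MgCl2, 0.01% Tween-20. Coupling enzyme GAPDH (100 nM final) supplies unstable 1,3-BPG in-well.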
USP1-UAF1 inh: blocks the human USP1/UAF1 deubiquitinase complex; O94782; recombinant USP1/UAF1, Ub-Rhodamine cleavage fluorescence; Potency, µM (top dose mostly 57.1 µM), for inactives: top-dose activity change, negative = inhibition, actives largely listed as inhibitors; 390,000 compounds, 0.23% hits; AID 743255; also: potency is read from the fitted curve at half-maximal effect; % is scaled to controls: 0 for no effect and ±100 for the full control effect; nearly all actives have a fitted effect of over 60% in size; inactives centre near -12
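In this screen, compounds sit with the deubiquitinase complex (1nM) for 15 min at room temperature before Ub-Rho is added at 150nM final. Fluorescence rise is then followed for 6 reads every 60 seconds.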
* hit, by the source's call; i = inactive; ? = inconclusive; [ ] = dose if it differs, or a comment. Unless noted, calls follow the shape of the dose curve; as a rule, active = well fitted curve in the direction sought with a large enough effect; inconclusive = small, poorly fitted or top-dose-only effect, or another doubt; inactive = no such curve, though single readings can be large; an effect the other way counts as inactive or inconclusive. Some of the compounds tested. The share of hits here may be higher or lower than overall.

no.	Molecule	GLS inhibitor	USP1-UAF1 inh	Pin1 inhibitor	PI4K2A block	rTrxR1 inhibitor
1	CCCCCC(=O)NNC(=O)c1ccc(F)cc1	-1%	-7%	-5%	-4	6%
2	COc1ccccc1CNC(=O)CSc1ncc2c(n1)-c1ccccc1N(Cc1ccc(C)cc1)S2(=O)=O	-18%	-13%	0%	2	-8%
3	Cn1c(=O)c2c(nc(N3CCNCC3)n2Cc2cccc3ccccc23)n(C)c1=O	-11%	-13%	-4%	4	-26%
4	N#C/C(=C\c1cccc(F)c1)c1nc(-c2cc3c(ccc4ccccc43)oc2=O)cs1	10%	-6%	12%	-1	-7%
5	O=c1oc2ccccc2cc1-c1cn2ccccc2n1	-1%	-13%	2%	-20	-2%[57.1 µM]
6	Cc1ccc(OCC(=O)N/N=C/c2ccccc2)c([N+](=O)[O-])c1	-6%	-3%	-1%	-4	0%[57.1 µM]
7	O=C(Nc1ccccn1)c1ccc(S(=O)(=O)N2CCCC2)cc1	0%	-6%	-13%	0	2%[57.1 µM]
8	O=C(/C=C/c1cccc([N+](=O)[O-])c1)Nc1ccccn1	2%	-20%	3%	-5	8%[57.1 µM]

no.	HP1b binding inh	TrxR1 substrate	PGK inhibitor	mIDH1 inhibitor
1	36%	-5%	-7%	-3%
2	3%	-9%	-7%	-10%
3	15%	-7%	3%	1%
4	47%[activator]	4%	i	-4%
5	42%[activator]	-2%[57.1 µM]	?	0%
6	1%	-5%[57.1 µM]	-4%	1%
7	66%[activator]	2%[57.1 µM]	-12%	0%
8	17%	3%[57.1 µM]	-10%	0%

Later entries:
no.	Molecule	GLS inhibitor	USP1-UAF1 inh	Pin1 inhibitor	PI4K2A block	rTrxR1 inhibitor
9	CCOC(=O)c1ccc(N=C2SC(C(=O)NC)CC(=O)N2CCc2ccccc2)cc1 (configuration not stated)	7%	11%	0%	-3	-1%[57.1 µM]
10	CC(Sc1nc(-c2ccccc2)cc(C(F)(F)F)n1)C(=O)O (configuration not stated)	2%	-9%	3%	-2	23%[57.1 µM]
11	COc1ccc(C(=O)/C(=C\N(C)C)n2nc(C)cc2C)cc1	-1%	-14%	1%	2	14%
12	O=C(Nc1nnc(-c2ccco2)o1)c1cccc(N2C(=O)CCC2=O)c1	32%[activator]	-8%	2%	1	-2%[57.1 µM]
13	Cc1ccc(N(C)C(=O)C2CCCN(c3ncnc4c3nc3n4CCCCC3)C2)cc1C (configuration not stated)	0%	-20%	-6%	1	-9%
14	CCCCN(CC)CCCNC(=O)c1csc2c1CCCCC2	0%	-11%	-1%	9	1%
15	Cc1cc(C(=O)COc2cccc(-n3cnnn3)c2)c(C)n1-c1ccccc1	-2%	-18%	25%	-2	-2%
16	NS(=O)(=O)c1ccc(NC(=O)COC(=O)CCC2CCCCC2)cc1	-10%	-16%	12%	-3	0%

no.	HP1b binding inh	TrxR1 substrate	PGK inhibitor	mIDH1 inhibitor
9	10%	5%[57.1 µM]	7%	2%
10	?	4%[57.1 µM]	3%	1%
11	34%	-7%	-4%	-7%
12	-8%	-2%[57.1 µM]	1%	1%
13	23%	-12%	3%	10%
14	18%	-2%	-1%	-1%
15	-13%	-12%	2%	19%
16	19%	-9%	i	0%

(continued)
no.	Molecule	GLS inhibitor	USP1-UAF1 inh	Pin1 inhibitor	PI4K2A block	rTrxR1 inhibitor
17	Cn1c(SCc2ccccc2Cl)nc(C(F)(F)F)cc1=O	-2%	3%	0%	3	-6%[57.1 µM]
18	CC(NC(N)=O)C(=O)Nc1ccc(Cl)c(S(=O)(=O)Nc2ccc(Cl)cc2)c1 (configuration not stated)	1%	9%	-8%	3	27%[57.1 µM]
19	O=c1c2cc(N3CCOCC3)ccc2[nH]c(=S)n1CC1CCCO1 (configuration not stated)	3%	-5%	-2%	1	-12%
20	CN(C)S(=O)(=O)c1ccc(NCC2COc3ccccc3O2)c([N+](=O)[O-])c1 (configuration not stated)	20%	-11%	13%	2	-7%
21	O=C(O)C1CC(c2ccccc2)=NO1 (configuration not stated)	5%	0%	0%	5	16%[57.1 µM]
22	COc1ccccc1C(=O)Nc1ccc2nc(SCC(=O)N3CCCC3)sc2c1	-8%	-19%	-7%	-4	0%
23	COc1ccc(NC(=S)N2CCC(NC(=O)C3CCCCC3)CC2)cc1	-2%	-19%	2%	-4	6%
24	O=C(NCCCN1CCCC1=O)C1CCN(S(=O)(=O)c2cc(C(F)(F)F)ccc2Cl)CC1	-4%	-26%	-2%	5	21%

no.	HP1b binding inh	TrxR1 substrate	PGK inhibitor	mIDH1 inhibitor
17	26%	4%[57.1 µM]	4%	2%
18	28%	9%[57.1 µM]	0%	6%
19	37%	15%	5%	2%
20	?	-13%	-8%	3%
21	10%	5%[57.1 µM]	2%	10%
22	28%	1%	i	-5%
23	27%	3%	-1%	0%
24	33%[activator]	4%	-7%	-5%

Other results follow:
no.	Molecule	GLS inhibitor	USP1-UAF1 inh	Pin1 inhibitor	PI4K2A block	rTrxR1 inhibitor
25	CC(C)CC(C(=O)O)N(Cc1ccccc1)Cc1ccccc1 (configuration not stated)	54%[activator]	-18%	5%	2	23%[57.1 µM]
26	CC(Oc1ccc(-c2ccccc2)c(F)c1)c1ccn(S(=O)(=O)c2ccc(Br)cc2)n1 (configuration not stated)	-1%	-22%	9%	-3	9%
27	CCOc1ccc(CNC(=O)CCn2c(=O)c3cccn3c3ccc(F)cc32)cc1	-7%	?	-6%	2	3%
28	Cc1ccc2cc(CCNC(=O)Cc3cccs3)c(=O)[nH]c2c1	-8%	-25%	3%	-2	8%
29	CCOC(=O)c1c(C)[nH]c(C(=O)NCCN2CCOCC2)c1C	0%	-6%	0%	4	11%
30	CC(=O)N1c2ccc(S(=O)(=O)N3CCCC(C(=O)N4CCCCC4)C3)cc2CC1C (configuration not stated)	2%	-9%	-8%	-1	9%
31	COc1cc(C(C(=O)NCC2CCCO2)N(C(=O)Cn2nnc3ccccc32)c2ccc(OC)c(OC)c2)ccc1O (configuration not stated)	-13%	-16%	-2%	-1	-9%
32	COCCNC(=O)Cc1ccc(F)cc1	3%	-9%	1%	5	2%

no.	HP1b binding inh	TrxR1 substrate	PGK inhibitor	mIDH1 inhibitor
25	12%	10%[57.1 µM]	-7%	11%
26	42%[activator]	0%	-2%	-1%
27	32%	-4%	2%	-14%
28	24%	5%	-7%	10%
29	-19%	2%	-2%	-2%
30	28%	3%	-11%	12%
31	28%	-4%	-7%	5%
32	27%	-3%	i	3%

Part of the list above in order of SMILES length, falling.
no.	Molecule	GLS inhibitor	USP1-UAF1 inh	Pin1 inhibitor	PI4K2A block	rTrxR1 inhibitor
31	COc1cc(C(C(=O)NCC2CCCO2)N(C(=O)Cn2nnc3ccccc32)c2ccc(OC)c(OC)c2)ccc1O (configuration not stated)	-13%	-16%	-2%	-1	-9%
29	CCOC(=O)c1c(C)[nH]c(C(=O)NCCN2CCOCC2)c1C	0%	-6%	0%	4	11%
25	CC(C)CC(C(=O)O)N(Cc1ccccc1)Cc1ccccc1 (configuration not stated)	54%[activator]	-18%	5%	2	23%[57.1 µM]
32	COCCNC(=O)Cc1ccc(F)cc1	3%	-9%	1%	5	2%

no.	HP1b binding inh	TrxR1 substrate	PGK inhibitor	mIDH1 inhibitor
31	28%	-4%	-7%	5%
29	-19%	2%	-2%	-2%
25	12%	10%[57.1 µM]	-7%	11%
32	27%	-3%	i	3%

(continued)
no.	Molecule	GLS inhibitor	USP1-UAF1 inh	Pin1 inhibitor	PI4K2A block	rTrxR1 inhibitor
33	Oc1[nH]c2ccccc2c1N=NC(=S)NCCc1ccccc1	3%	-12%	0%	-3	-15%
34	CCOC(=O)c1c(Nc2nc(C)c(C(=O)NC)s2)sc(C)c1C	7%	-5%	21%	-6	11%[57.1 µM]
35	Cc1ccc(NC(=O)CSc2ccccc2NC(=O)c2ccccc2)cc1Cl	5%	-19%	13%	0	17%
36	N#C/C(=C\Nc1ccc(F)c(Cl)c1)S(=O)(=O)c1ccccn1	0%	-16%	8%	-1	5%[57.1 µM]
37	COC(=O)C(=NNc1c(C)n(C)n(-c2ccccc2)c1=O)C(=O)OC	10%	-17%	-3%	3	-15%
38	COc1ccccc1CNc1ncnc2onc(-c3ccc(F)cc3)c12	-8%	-1%	?	2	2%[57.1 µM]

no.	HP1b binding inh	TrxR1 substrate	PGK inhibitor	mIDH1 inhibitor
33	?	-15%	i	1%
34	12%	9%[57.1 µM]	0%	5%
35	29%	14%	1%	1%
36	19%	-22%[57.1 µM]	i	1%
37	41%[activator]	-18%	-1%	10%
38	24%	-5%[57.1 µM]	i	3%
